PREPL inhibitor: PREPL enzyme inhibitors, primary screen, biochemical, fluorescence polarization. Prolyl endopeptidase-like (Homo sapiens), Q4J6C6. recombinant PREPL, fluorescence polarization activity-based probe. inhibition, % at 5.96 µM. 320,000 compounds, 0.68% hits. AID 2751, 2010; in the data active means inhibition above about 43%;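 further: 0% = enzyme with DMSO and 100% = wells lacking enzyme; many of its hits are not listed in these tables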
Target sequence (Q4J6C6 whole entry, looked up): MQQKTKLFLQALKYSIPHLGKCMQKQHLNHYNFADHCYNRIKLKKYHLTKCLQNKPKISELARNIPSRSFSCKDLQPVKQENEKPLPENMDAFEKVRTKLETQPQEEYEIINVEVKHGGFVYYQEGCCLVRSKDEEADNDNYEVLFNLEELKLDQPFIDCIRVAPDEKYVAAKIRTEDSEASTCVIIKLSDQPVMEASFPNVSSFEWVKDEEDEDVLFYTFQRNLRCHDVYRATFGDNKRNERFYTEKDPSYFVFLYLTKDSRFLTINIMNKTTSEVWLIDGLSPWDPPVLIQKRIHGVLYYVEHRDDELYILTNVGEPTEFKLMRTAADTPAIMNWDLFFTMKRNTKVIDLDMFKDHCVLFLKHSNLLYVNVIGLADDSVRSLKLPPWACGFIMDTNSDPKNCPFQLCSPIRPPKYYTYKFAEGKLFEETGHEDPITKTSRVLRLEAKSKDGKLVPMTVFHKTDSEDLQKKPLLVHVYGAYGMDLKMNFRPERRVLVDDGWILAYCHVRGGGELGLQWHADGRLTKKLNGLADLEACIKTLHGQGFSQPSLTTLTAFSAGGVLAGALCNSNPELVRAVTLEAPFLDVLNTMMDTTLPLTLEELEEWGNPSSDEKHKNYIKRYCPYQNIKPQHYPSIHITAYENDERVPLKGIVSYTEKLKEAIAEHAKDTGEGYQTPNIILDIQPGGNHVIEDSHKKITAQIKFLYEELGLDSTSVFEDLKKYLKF
PAFAH2 FP inh: PAFAH2 enzyme inhibitors, primary screen, biochemical, fluorescence polarization, human. AID 492956, 2010. inhibition, % at 3.39 µM. 340,000 compounds, 0.99% hits. recombinant PAFAH2, FP-rhodamine activity probe. Platelet-activating factor acetylhydrolase 2, cytoplasmic (Homo sapiens), Q99487;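 active means inhibition above the mean over all tested compounds plus 3 SD, cut at about 30% in these data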;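 further: inhibitors block probe labeling of enzyme so polarization drops; 0% = enzyme with DMSO and 100% = wells lacking PAFAH2 protein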
EBNA-1 inhibitor: EBNA-1 DNA-binding inhibitors, primary screen, biochemical, fluorescence polarization; inhibition, % at 14.8 µM; AID 1950, 2009; 300,000 compounds, 0.34% hits; in the data active means inhibition above about 28%
GSTO1 counter: inhibitors of recombinant GSTO1, primary screen, counter-screen for RBBP9 inhibitor project, biochemical, fluorescence polarization; Glutathione S-transferase omega-1 (Homo sapiens), P78417; activity-based probe fluorescence polarization; inhibition, % at 5.96 µM; 300,000 compounds, 1.1% hits;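 active means inhibition above the campaign mean inhibition plus 3 SD, cut at about 35% in these data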;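 further: 0% = GSTO1-1 with DMSO and 100% = wells lacking GSTO1-1 enzyme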
ZTA DNA inh: ZTA (EBV) inhibition in EBNA-1 counter-screen. P03206. ZTA-DNA binding, fluorescence polarization. inhibition, % at 11 µM. 320,000 compounds, 0.15% hits. AID 2234; in the data active means inhibition above about 33%
PAD4 inh: human PAD4 inhibitors, primary screen, biochemical, fluorescence polarization, 1536-well format. Protein-arginine deiminase type-4 (Homo sapiens), Q9UM07. recombinant PAD4, RCA probe fluorescence polarization. inhibition, % at 6.36 µM. 330,000 compounds, 0.41% hits. AID 485272, 2010;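 active means percent inhibition above a cutoff equal to the mean of all tested compounds plus 3 SD, cut at about 15% in these data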;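 further: 0% = PAD4 with RCA probe and DMSO and 100% = probe without PAD4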
PAFAH1B3 FP inh: PAFAH1B3 enzyme inhibitors, primary screen, biochemical, fluorescence polarization, human; inhibition, % at 3.39 µM; Platelet-activating factor acetylhydrolase IB subunit alpha1 (Homo sapiens), Q15102; recombinant PAFAH1B3, FP-rhodamine probe; 340,000 compounds, 0.28% hits;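 active means inhibition above the screen-wide average of all tested compounds plus 3 SD, cut at about 25% in these data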;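 further: 0% = enzyme with DMSO only and 100% = wells lacking PAFAH1B3 protein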
LYPLA2 inh: LYPLA2 inhibitors, primary screen, counter-screen for PME1 inhibitor project, biochemical, fluorescence polarization, FP-Rh probe ABPP. Acyl-protein thioesterase 2 (Homo sapiens), O95372. recombinant LYPLA2. inhibition, % at 5.9 µM. 320,000 compounds, 0.38% hits. AID 2177, 2009;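 active means inhibition above the screen-wide mean plus 3 SD, limit set per campaign, cut at about 26% in these data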;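 further: 0% = LYPLA2 with DMSO and 100% = wells lacking LYPLA2 enzyme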
LYPLA1 counter: LYPLA1 inhibitors, primary screen, counter-screen for PME1 inhibitor project, biochemical, fluorescence polarization, FP-Rh probe ABPP; Acyl-protein thioesterase 1 (Homo sapiens), O75608; recombinant LYPLA1; inhibition, % at 5.9 µM; 320,000 compounds, 0.16% hits;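 active means inhibition above the mean of all tested compounds plus 3 SD, set per campaign, cut at about 14% in these data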;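 further: inhibitors block serine hydrolase probe labeling of LYPLA1 so polarization falls; 0% = enzyme with DMSO and 100% = wells lacking LYPLA1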
Target sequence (O75608 whole entry, looked up): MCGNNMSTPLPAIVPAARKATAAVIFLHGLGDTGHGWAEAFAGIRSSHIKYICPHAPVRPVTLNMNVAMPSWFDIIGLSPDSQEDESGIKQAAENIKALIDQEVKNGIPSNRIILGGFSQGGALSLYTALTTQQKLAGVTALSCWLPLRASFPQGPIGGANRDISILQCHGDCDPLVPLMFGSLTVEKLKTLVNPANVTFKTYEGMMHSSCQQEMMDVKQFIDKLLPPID
An asterisk follows results filed as active; · = no result given. Not all compounds are listed; rates above refer to the full screens.

SMILES | PREPL inhibitor | PAFAH2 FP inh | EBNA-1 inhibitor | GSTO1 counter | ZTA DNA inh | PAD4 inh | PAFAH1B3 FP inh | LYPLA2 inh | LYPLA1 counter
CCOC(=O)N1CCN(c2ccc(Cl)cc2)CC1 | 12 | -5 | -9 | 2 | -19 | 3 | 4 | 5 | 1
CCc1ccc(NS(=O)(=O)c2c(C)noc2C)cc1 | 8 | -1 | -5 | 1 | -3 | 1 | 7 | 3 | 0
O=C(COc1ccc(Cl)c(Cl)c1)NN1C(=O)C2C(C1=O)C1C=CC2C12CC2 (stereo not drawn) | 11 | 0 | 3 | 5 | 11 | 1 | 7 | 7 | 0
CC(=O)c1ccc(N2CCN(C(=S)Nc3ccc(Cl)c(Cl)c3)CC2)cc1 | 3 | -3 | -4 | -37 | 0 | -4 | -10 | -14 | -9
CC(C)c1cc(C(=O)N/N=C/c2cccnc2)n[nH]1 | -4 | 7 | -1 | 4 | -3 | 1 | 7 | -7 | -4
COc1ccc(/C(C)=N/Nc2nncc3ccccc23)cc1 | 6 | 1 | 12 | 1 | 11 | -6 | 9 | -1 | 0
Cc1ccc(C(=O)C(C)OC(=O)Cn2c(C)csc2=O)cc1 (stereo not drawn) | 5 | 0 | 8 | -7 | 3 | 2 | 0 | 4 | 0
COc1ccc(/C=C2/SC(=S)N(NS(=O)(=O)c3ccccc3)C2=O)cc1 | -3 | 7 | 3 | -6 | 12 | -1 | 13 | 4 | 2
Cc1cc(C)cc(NC(=O)c2cc(C)nc3ccccc23)c1 | 20 | 1 | 6 | -3 | 5 | -1 | 1 | -2 | 3
CC1(C)CC(=O)C2=C(C1)NCN(CCCN1CCOCC1)C2 | 13 | -2 | -7 | 9 | 9 | -2 | 3 | 4 | -4
O=C1Nc2ccccc2C1Cc1ccccc1 (stereo not drawn) | -4 | -4 | 1 | 7 | -3 | 0 | 15 | -4 | 0
CCOc1ccc(Nc2cc(=O)[nH]c(=O)[nH]2)cc1 | -2 | 0 | 10 | -1 | 10 | 0 | 6 | 3 | 1
C/C=C/C(=O)Nc1cccc(C2=NOC3(C2)C[C@@H](C(N)=O)N(C(=O)c2cc([N+](=O)[O-])cc([N+](=O)[O-])c2C)C3)c1 (stereo partly drawn) | 7 | 5 | -10 | 1 | -20 | -4 | -2 | -6 | -3
CC(C(=O)Nc1ccccc1F)N1C(=O)c2ccccc2C1=O (stereo not drawn) | 1 | 4 | 0 | -3 | -15 | 1 | -1 | 13 | 7
CCOC(=O)c1c(C)nc2c(c1-c1cc(OC)ccc1OC)C(=O)CC(C)(C)C2 | 13 | 5 | 0 | 4 | -1 | -3 | -3 | -7 | -1
CCOC(=O)NC(=O)/C(N=Nc1cc(C)cc(C)c1)=C(\C)O | 5 | -3 | 11 | -1 | -4 | 1 | 12 | -6 | 0
CC(C)OC(=O)c1c(NC(=O)c2ccco2)sc2c1CCCCC2 | 1 | 6 | 0 | 1 | -14 | -2 | 3 | -10 | -4
Cc1ccc2nc(NC(=O)CSc3nc(=O)n(CCCN(C)C)c4c3CCC4)sc2c1 | 24 | 8 | -3 | -12 | 2 | 7 | 5 | -4 | -6
CN(C)c1ccc(/C=C/C(=O)c2ccc(O)cc2)cc1[N+](=O)[O-] | -3 | 2 | 2 | 6 | 1 | 0 | 4 | 8 | 1
Cc1nnc(SCC(=O)N2c3ccccc3C(C)(c3ccccc3)CC2(C)C)s1 (stereo not drawn) | 31 | 6 | -1 | 2 | 6 | -2 | 1 | -11 | -1
CC(=O)N1c2ccccc2C(CBr)=CC1(C)C | 7 | 2 | -1 | 13 | -7 | 0 | 4 | 1 | -1
O=c1cc(-c2ccccc2Cl)oc2c(NS(=O)(=O)c3ccccc3OC(F)(F)F)ccc(O)c12 | -10 | 1 | 0 | -17 | -17 | -2 | 14 | -42 | -30
CC1(NC(=O)CN2CCN(c3cnn(-c4ccccc4)c(=O)c3Cl)CC2)CCS(=O)(=O)C1 (stereo not drawn) | 12 | -3 | · | · | -7 | 1 | 6 | 3 | -2
Cc1ccc(-c2n[nH]c(=S)n2Cc2ccccc2)cc1 | -6 | 7 | -1 | 7 | -16 | 1 | -1 | 3 | -1
COCCNC(=O)Cn1c(=O)n(CCC(=O)NCCc2ccccc2)c(=O)c2ccccc21 | 0 | 1 | -7 | 4 | 5 | -2 | 7 | 0 | 0

3 entries out of the list, ordered by number of heavy atoms, ascending:
SMILES | PREPL inhibitor | PAFAH2 FP inh | EBNA-1 inhibitor | GSTO1 counter | ZTA DNA inh | PAD4 inh | PAFAH1B3 FP inh | LYPLA2 inh | LYPLA1 counter
CN(C)c1ccc(/C=C/C(=O)c2ccc(O)cc2)cc1[N+](=O)[O-] | -3 | 2 | 2 | 6 | 1 | 0 | 4 | 8 | 1
O=C(COc1ccc(Cl)c(Cl)c1)NN1C(=O)C2C(C1=O)C1C=CC2C12CC2 (stereo not drawn) | 11 | 0 | 3 | 5 | 11 | 1 | 7 | 7 | 0
Cc1nnc(SCC(=O)N2c3ccccc3C(C)(c3ccccc3)CC2(C)C)s1 (stereo not drawn) | 31 | 6 | -1 | 2 | 6 | -2 | 1 | -11 | -1

Continued.
SMILES | PREPL inhibitor | PAFAH2 FP inh | EBNA-1 inhibitor | GSTO1 counter | ZTA DNA inh | PAD4 inh | PAFAH1B3 FP inh | LYPLA2 inh | LYPLA1 counter
CCS(=O)(=O)n1nc(-c2ccc(OC)cc2)nc1N | 7 | 10 | -19 | 9 | 14 | 0 | 8 | -7 | -4
COC(=O)c1sc2nc(N)c(C#N)cc2c1N | 5 | 8 | 1 | 4 | -5 | -5 | 8 | -2 | -1
CC(=O)Nc1ccc(NC(=O)C2CCN(c3c(Cc4ccccc4)c(C)nc4ncnn34)CC2)cc1 | 9 | -1 | 1 | -7 | -14 | 4 | 8 | 5 | 3
O=C(CSc1nc2ncc(Cl)cc2[nH]1)Nc1cccc(F)c1 | -14 | -2 | 3 | -5 | 9 | 0 | 6 | -5 | -2
NC(=O)C1=C[C@H](c2coc3ccccc3c2=O)C[C@H](OCc2ccc(CO)cc2)O1 | -2 | -2 | -1 | 5 | -8 | 4 | 0 | 0 | 1
Cc1nnc(NC2=NCCCCC2)o1 | -3 | -2 | -3 | -1 | 22 | -1 | 9 | -5 | -7
CC(Oc1ccc(Cl)cc1)C(=O)NCCN1C(=O)S/C(=C\c2cccnc2)C1=O (stereo not drawn) | 20 | 1 | 15 | 1 | 3 | 14 | 2 | -3 | -5
O=c1c2c3c(sc2ncn1-n1cccc1)CCCCC3 | -10 | 2 | 2 | -2 | -8 | -4 | 14 | 0 | -1
O=C(C[C@H]1C/C=C\C[C@@H](Cc2ccc(F)cc2)C(=O)OC[C@H]2CCCN2C1=O)N[C@@H](CO)Cc1ccccc1 | 60* | -3 | · | · | · | 3 | 2 | · | ·
COc1ccc(NC(=O)CCSc2nnnn2C)cc1 | -15 | 1 | 0 | 11 | -7 | -3 | -1 | 5 | 4
Nc1c(C(=O)CSc2nc(-c3ccccc3)cs2)c(=O)[nH]c(=O)n1C1CC1 | -5 | -6 | · | · | 11 | 0 | -8 | -17 | -7
CCc1ccc(N2CC(C(=O)N3CCN(c4ccccn4)CC3)CC2=O)cc1 (stereo not drawn) | 3 | -14 | -16 | 3 | -17 | -6 | 1 | 7 | 5
Cc1nn(CC(=O)N2CCCC2)c(=O)c2nn(-c3ccccc3)c(C)c12 | 4 | -6 | -13 | -2 | -6 | -3 | 5 | 2 | -3
COc1ccc(NC(=S)NC2CCCCCC2)c(OC)c1 | 10 | 19 | 2 | 4 | 2 | -1 | 3 | 3 | 1
CCOC(=O)c1ccc(NC(=S)N2CCC(C(N)=O)(N3CCCCC3)CC2)cc1 | -8 | 5 | 0 | -7 | -4 | -4 | 5 | -1 | 3
COC(=O)C1=C(C(=O)OC)[C@@H]2N(C)c3ccc(OC)cc3[C@@]23C[C@@H](C(=O)OC)N(S(=O)(=O)c2ccc(OC)cc2)C3=N1 | 39 | 13 | 3 | 3 | 3 | -1 | -4 | 5 | 2
Fc1ccccc1OCCCCCN1CCCC1 | 10 | 6 | 11 | 0 | 7 | -5 | -2 | 0 | -1
CCCN1C(=O)/C(=C/c2c(N3CCNC(=O)C3CC(=O)OCC)nc3c(C)cccn3c2=O)SC1=S (stereo not drawn) | 14 | -21 | 1 | -40 | 5 | -12 | -23 | -9 | -7
COc1ccc(-c2ncc(CN3CCN(CCC(C)C)C(CCO)C3)cn2)cc1 (stereo not drawn) | 8 | 0 | -1 | -3 | 5 | -4 | 4 | -5 | -6
CCOC(=O)/C(=N\Nc1ccccc1)c1csc(Nc2ccc(C)cc2)n1 | 7 | -1 | -4 | 1 | -15 | 2 | 10 | -3 | -5
O=C(c1ccccc1)c1nc2c(n1O)CCCCC2 | 2 | -1 | -1 | -4 | -1 | 0 | 11 | 1 | -5
CCn1c(CC(=O)Nc2ccccc2OC)nnc1SCC(=O)Nc1ccccc1F | 1 | 1 | 1 | 3 | -12 | -8 | 6 | -1 | -4
CCOc1ccc(C2c3c(oc4ccccc4c3=O)C(=O)N2CCCN2CCOCC2)cc1OCC (stereo not drawn) | -2 | 3 | 8 | 5 | 16 | -5 | 10 | -6 | 0
Cc1onc(-c2c(F)cccc2Cl)c1C(=O)Nc1cccc(S(=O)(=O)NC2=NCCC2)c1 | 10 | 0 | -4 | -4 | 0 | -1 | 2 | 8 | 2
CC(=O)Nc1ccc(CN2CCCC(CO)(Cc3ccccc3C)C2)cc1 (stereo not drawn) | -9 | 4 | -2 | -4 | 4 | 3 | 10 | 0 | 4

Next section:
SMILES | PREPL inhibitor | PAFAH2 FP inh | EBNA-1 inhibitor | GSTO1 counter | ZTA DNA inh | PAD4 inh | PAFAH1B3 FP inh | LYPLA2 inh | LYPLA1 counter
O=C1/C(=C/c2cccs2)SC(=S)N1N1CCOCC1 | 3 | 2 | 9 | 27 | 13 | 3 | 2 | -1 | 0
CN(C)S(=O)(=O)c1ccc(C(=O)OCCCN=C2NS(=O)(=O)c3ccccc32)cc1 | 9 | 13 | -5 | -3 | 10 | -5 | 3 | 2 | 0
N#Cc1c(Nc2ccc(F)cc2)sc(C(=O)c2ccccc2)c1N | 5 | 0 | 0 | 5 | -6 | -2 | 5 | 4 | -4
Cn1c(SCC(=O)NNC(=O)c2ccc(Cl)cc2)nnc1-c1cccnc1 | -9 | -7 | -6 | 10 | -4 | -6 | 20 | 4 | 4
CCC(=O)c1ccc(OCC(O)CNC(C)c2ccccc2)cc1 (stereo not drawn) | -17 | 2 | 7 | -7 | -4 | 0 | 6 | 18 | -1
CCCC(=O)Nc1nnc(-c2ccc3c(c2)OCCO3)o1 | 29 | 2 | 3 | 6 | 7 | 2 | 1 | 1 | 3
CC(NC(=O)CN(c1ccc(Cl)cc1)S(C)(=O)=O)c1ccccc1 (stereo not drawn) | -6 | 6 | 9 | 1 | -3 | 3 | -3 | -2 | -2
Cc1ccc(N2C(=O)C3C4C=CC(CNC(=S)N5CCN(c6ccccc6)CC5)(O4)C3C2=O)cc1 (stereo not drawn) | -1 | -6 | -5 | 2 | 8 | 1 | -3 | 0 | -7
O=C(Nc1cccc(C(F)(F)F)c1)c1csc(-c2ccncc2)n1 | 10 | -1 | -11 | -2 | 1 | -9 | 4 | -16 | -24
O=C(Nc1nncs1)c1cc(-c2ccco2)nc2ccccc12 | 14 | 7 | · | · | · | -6 | 9 | · | ·
